STAT1 activator – increases IFN-gamma driven STAT1 reporter signal. NIH 3T3 STAT1-luciferase reporter, luminescence; 100% = IFN-gamma alone, no compound. activation (% of control), % at 5.5 µM. 2.6% of 200,000 active. AID 932;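 active means activation above the screen-wide mean activation plus 3 SD, cut at about 130% in these data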;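 further: raw ratio to IFN-gamma control signal so 100% means no change and 0% no light; values of inactives mirror those of a sister screen read the other way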
APP 5UTR inh – APP translation inhibition. SH-SY5Y APP 5'UTR-luciferase reporter, luminescence. inhibition, % at 2 µM. 0.82% of 190,000 active. AID 1285;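 active means inhibition above a set limit, derived from the sample mean plus 3 SD, cut at about 45% in these data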; further: values of inactives mirror those of a sister screen read the other way
ROMK primary – modulates human ROMK potassium channel activity; Tet-inducible ROMK, thallium flux fluorescence; actives lie on both sides; 2% of 130,000 active; P48048; B-score at 10 µM; AID 1918;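 active means signal ratio slope over the read window, or its plate-corrected B-score, at least 3 SD from the plate mean, either direction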;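 further: B-score of the F/F0 ratio slope over 7 to 12 s after thallium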
Target sequence (P48048 whole entry, looked up): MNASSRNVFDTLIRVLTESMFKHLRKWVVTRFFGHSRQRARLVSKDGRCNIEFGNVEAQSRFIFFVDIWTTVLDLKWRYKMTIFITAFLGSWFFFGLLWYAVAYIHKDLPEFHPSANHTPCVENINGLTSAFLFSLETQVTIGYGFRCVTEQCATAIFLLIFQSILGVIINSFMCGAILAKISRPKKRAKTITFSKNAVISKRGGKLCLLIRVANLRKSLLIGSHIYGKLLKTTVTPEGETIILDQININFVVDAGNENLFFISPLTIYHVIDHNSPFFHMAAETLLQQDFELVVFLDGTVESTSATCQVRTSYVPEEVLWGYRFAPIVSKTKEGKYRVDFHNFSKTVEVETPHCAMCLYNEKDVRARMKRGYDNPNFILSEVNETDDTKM
FLuc inh counter – counter-screen for luciferase assay inhibitors: firefly luciferase inhibition | P08659 | 1.5% of 200,000 active | inhibition, % at 10 µM | ATPLite firefly luciferase biochemical luminescence, 10 min;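 active means inhibition above about 50% when tested at 10 µM, limit read from the data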
Target sequence (P08659 whole entry, looked up): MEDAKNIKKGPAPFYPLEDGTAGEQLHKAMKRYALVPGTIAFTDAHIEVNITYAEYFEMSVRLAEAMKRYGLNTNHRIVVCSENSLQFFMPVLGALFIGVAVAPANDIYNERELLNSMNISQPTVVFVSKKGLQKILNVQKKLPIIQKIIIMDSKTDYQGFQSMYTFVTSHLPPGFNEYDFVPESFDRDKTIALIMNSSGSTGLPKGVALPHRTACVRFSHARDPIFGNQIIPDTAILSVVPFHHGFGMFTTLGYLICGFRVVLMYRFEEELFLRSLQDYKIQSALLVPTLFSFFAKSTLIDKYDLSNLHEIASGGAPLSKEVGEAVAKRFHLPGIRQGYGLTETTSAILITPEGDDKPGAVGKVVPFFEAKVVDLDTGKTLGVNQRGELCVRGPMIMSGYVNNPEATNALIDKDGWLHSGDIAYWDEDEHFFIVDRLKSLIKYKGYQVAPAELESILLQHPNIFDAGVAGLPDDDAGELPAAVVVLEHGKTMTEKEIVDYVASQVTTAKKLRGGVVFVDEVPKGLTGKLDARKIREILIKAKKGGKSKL
APP 5'UTR act – activates APP 5'UTR luciferase reporter. SH-SY5Y APP 5'UTR luciferase reporter, luminescence; zero percent = DMSO vehicle wells. 1% of 190,000 active. activation, % at 2 µM;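 active means activation above a set limit, based on mean plus 3 SD of controls, cut at about 140% in these data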; further: values of inactives mirror those of a sister screen read the other way
NF-kB expr up – compounds increasing NF-kB expression in human neuronal cells. NF-kB reporter expression; stronger effect = higher value. fold change at 12.5 µM. 1.6% of 190,000 active; in the data active means fold change above about 3.3
STAT3 inh – reduces IL-6 driven STAT3 reporter signal | U3A cells, IL-6 STAT3-luciferase reporter, luminescence; host cell line lacks STAT1 | inhibition, % at 5.5 µM | 0.89% of 190,000 active | AID 862;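 active means inhibition above the mean inhibition across all screened compounds plus 3 SD, cut at about 44% in these data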;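 further: 0% = DMSO only wells and 100% = 100 µM nifuroxazide control wells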
STAT3 activator – STAT3 signaling activation | AID 871 | 0.91% of 190,000 active | activation (% of control), % at 5.6 µM | U3A cells, IL-6 STAT3-luciferase reporter, luminescence; 100% = signal with IL-6 EC80 alone;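 active means activation above the screen-wide mean of compound activation plus 3 SD, cut at about 130% in these data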;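 further: 0% = background luminescence of wells with medium and substrate only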
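Material: human U3A cells carrying STAT3-luciferase construct. Measured by: reporter luminescence signal. Timing: compound 1 h, then IL-6 6 h at 37 °C.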
FLuc stim CS – firefly luciferase counter-screen for stimulation assays. 200,000 tested, under 10 active. activation factor at 10 µM. ATPlite luciferase biochemical, luminescence, 10 min; 0 = ATP-free wells, 1 = DMSO control. P08659. AID 1027;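 active means luciferase activation factor, scaled between plate controls, of at least 2 with compound at 10 µM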
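Material: Luciferase/luciferin reagent mix | Doses: Test compounds dosed from 2 mM stocks in 100% DMSO | Timing: 10 min incubation after luciferase reagent addition, room temperature | Measured by: Luminescence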
STAT1 blocker – reduces IFN-gamma driven STAT1 reporter signal | 0.35% of 200,000 active | NIH 3T3 STAT1-luciferase reporter, luminescence | inhibition, % at 5.5 µM;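 active means inhibition above a set limit, the mean inhibition across all tested compounds plus 3 SD, cut at about 34% in these data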;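 further: 0% = IFN-gamma with DMSO and 100% = IFN-gamma with 300 µM nifuroxazide; values of inactives mirror those of a sister screen read the other way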
Active calls of the source: *; x = no result given.

#1 O=C(C1CCCO1)N1CCN(C(=S)Nc2ccccc2C(F)(F)F)CC1 (configuration not stated)
#2 CCN(c1ccccc1)S(=O)(=O)c1cc([N+](=O)[O-])ccc1N
#3 CCn1c(SCC(=O)NCc2ccco2)nc2ccccc2c1=O
#4 CC(NS(=O)(=O)c1ccccc1)C(=O)NCc1ccco1 (configuration not stated)
#5 C=CCNc1nc(-c2ccccn2)nnc1-c1ccccc1
#6 CSc1ccc(/C=N/N2CCN(c3ccccc3)CC2)cc1
#7 CCN(CC)S(=O)(=O)c1ccc(Br)c(OC)c1
#8 Cc1cc(NC(=O)CCC(=O)N(CC(=O)NCC2CCCO2)c2ccccc2C)no1 (configuration not stated)

entry no.	1	2	3	4	5	6	7	8
STAT1 activator	104.8	93.9	95.1	93.8	109.1	104.7	103.9	103.8
APP 5UTR inh	-1.7	-0.5	11.5	4.1	6.0	-59.8	-15.5	2.5
ROMK primary	x	-0.605	-0.0137	-0.278	0.697	-0.00836	-0.593	-0.713
FLuc inh counter	-8.4	-3.8	0.9	-2.3	2.1	-6.8	-6.1	-4.3
APP 5'UTR act	1.7	0.5	-11.5	-4.1	-6.0	59.9	15.5	-2.5
NF-kB expr up	1.16	0.93	1.06	1.05	0.86	1.12	0.95	1.2
STAT3 inh	-1.5	1.1	5.5	-3.7	20.5	2.3	4.0	1.9
STAT3 activator	100.0	104.1	97.3	103.2	87.8	102.1	100.1	101.5
FLuc stim CS	1.1	1	1	1	1	1.1	1.1	1
STAT1 blocker	-5.3	6.1	3.4	6.7	-9.9	-8.6	-4.2	-4.1

#9 Cc1cc(NC(=O)CCCn2nc([N+](=O)[O-])cc2C)no1
#10 c1ccc(-c2nc(NCC3CCCO3)c3oc4ccccc4c3n2)cc1 (configuration not stated)
#11 COc1cccc(CNC(=O)C2CCC(CNc3nc(=S)[nH]c4ccccc34)CC2)c1 (configuration not stated)
#12 N#Cc1c(-c2ccccc2)cc(C2CC2)nc1N
#13 CC(=O)CCc1c(C)[nH]c2ccccc2c1=O
#14 c1cc(CNCCCN2CCOCC2)ccn1
#15 CCOC(=O)C1C(=O)NC(c2ccccc2)=NC1c1ccc(Cl)cc1 (configuration not stated)
#16 CC(=O)C1=C(O)CC(c2ccccc2)CC1=NCCc1c(C)[nH]c2ccc(C)cc12 (configuration not stated)

entry no.	9	10	11	12	13	14	15	16
STAT1 activator	93.0	98.1	100.7	112.3	104.0	111.0	103.2	93.2
APP 5UTR inh	-2.7	-0.7	-23.4	-30.9	-3.5	10.5	4.1	-9.8
ROMK primary	-0.00431	-1.3	-0.599	x	x	x	x	1.34
FLuc inh counter	-0.8	-5.9	4.3	-5.7	-10.6	-8.5	-4.2	3.5
APP 5'UTR act	2.7	0.7	23.4	30.9	3.5	-10.5	-4.1	9.8
NF-kB expr up	0.95	0.94	1.53	0.83	0.85	1.15	1.29	1.15
STAT3 inh	4.4	30.5	2.8	-7.8	6.2	1.9	1.3	13.3
STAT3 activator	98.0	78.1	102.7	112.4	97.6	101.3	103.7	88.5
FLuc stim CS	1	1.1	1	1.1	1.1	1.1	1	1
STAT1 blocker	7.4	2.0	-0.8	-11.7	-4.3	-12.2	-3.6	7.4

#17 CC(=O)c1cccc(NC(=O)c2ccc(-c3ccccc3[N+](=O)[O-])o2)c1
#18 O=C(Nc1nnc(-c2ccccc2)s1)c1cc(S(=O)(=O)N2CCOCC2)c(Cl)cc1Cl
#19 NS(=O)(=O)c1ccc(NC(=O)C2C3C=CC(C3)C2C(=O)O)cc1 (configuration not stated)
#20 O=C(NCc1ccccc1)c1ccc2c(c1)C(=O)N(CC1CCCO1)C2=O (configuration not stated)
#21 C=CCn1cc(/C=N\NC(=O)c2cc3c(ccc4ccccc43)o2)c2ccccc21
#22 Cc1ccnc(NC(=O)c2ccccc2[N+](=O)[O-])c1
#23 Cc1ccc(S(=O)(=O)N(Cc2nccn2C)C(C)C)cc1
#24 CSc1ccc(N/N=C(/C#N)S(=O)(=O)C(C)(C)C)cc1

entry no.	17	18	19	20	21	22	23	24
STAT1 activator	114.0	94.9	102.6	99.3	106.0	105.1	100.4	92.1
APP 5UTR inh	-120.8	x	-2.0	2.0	-30.3	-5.0	-2.2	-13.2
ROMK primary	-0.73	-0.265	0.591	x	x	x	x	-3.21*
FLuc inh counter	17.5	-9.1	-4.8	1.1	-5.9	17.1	-4.2	-2.1
APP 5'UTR act	120.8	x	2.0	-2.0	30.3	5.0	2.2	13.2
NF-kB expr up	4.04*	1.62	0.96	1.05	0.98	1.41	1.01	1.15
STAT3 inh	-13.8	-5.9	-7.0	7.5	29.3	15.2	6.7	13.2
STAT3 activator	109.2	105.0	107.9	96.8	77.3	91.5	102.8	92.6
FLuc stim CS	0.8	1.1	1	1	1.1	0.8	1	1
STAT1 blocker	-15.8	0.5	-4.8	0.8	-6.5	-5.6	-0.4	8.2

#25 Cn1c(=O)c2c(nc(CN3CCC(C(N)=O)CC3)n2Cc2ccccc2F)n(C)c1=O
#26 c1cc2c(cc1C1=NNC(=NC3CC3)SC1)OCCO2
#27 COc1ccccc1-c1noc(-c2ccccc2C(=O)NCc2ccco2)n1
#28 CCc1c(C)nc2ncnn2c1N1CCC(C(=O)NCc2ccc3c(c2)OCO3)CC1
#29 Cc1cc(=O)n(C)c(=O)n1CCCCCCOc1ccc([N+](=O)[O-])cc1
#30 CCCCCn1c(=NC(=O)c2ccco2)c(C(=O)OCC)cc2c(=O)n3ccccc3nc21
#31 Cc1ccc(-n2cc(CNCCN3CCOC3=O)c(-c3cccc(C)c3)n2)cc1
#32 CCCC(O)(CCC)C(=O)NN1CCCCC1

entry no.	25	26	27	28	29	30	31	32
STAT1 activator	100.3	12.3	97.0	96.9	100.6	101.1	104.0	106.4
APP 5UTR inh	-7.2	51.0*	0.1	-3.6	-9.2	5.6	-14.2	-1.1
ROMK primary	x	0.151	0.137	x	-1.68	x	x	x
FLuc inh counter	-4.5	96.3*	29.7	-4.4	-4.3	-7.0	5.9	-2.1
APP 5'UTR act	7.2	-51.0	-0.1	3.6	9.2	-5.6	14.2	1.1
NF-kB expr up	0.94	0.26	1.05	0.91	0.96	0.35	1.15	1.25
STAT3 inh	16.4	108.3*	0.8	10.6	31.3	23.4	7.8	-1.3
STAT3 activator	92.2	10.4	103.4	94.2	73.5	84.7	96.4	110.0
FLuc stim CS	1	0	0.7	1	1	1.1	0.9	1
STAT1 blocker	-0.3	93.6*	0.3	3.4	-0.6	-1.2	-5.5	-7.1

#33 O=C(O)CSC1=NC(=Nc2ccc(Cl)cc2)C2(CCCCC2)N1c1cccc(C(=O)O)c1
#34 O=C(N/N=C/c1ccncc1)c1cccc(N/N=C/c2ccncc2)c1
#35 COc1ccc(NC(=O)Nc2nnc(-c3ccccc3F)s2)cc1
#36 CC(C)OC(=O)CSc1nnc(-c2cnccn2)n1C
#37 O=C(NCc1ccc(N2CCCC2=O)cc1)Nc1cccc(Cl)c1
#38 COc1cc2c(=O)n(Cc3ccccc3)c(=O)n(CC(=O)NCCc3ccccc3)c2cc1OC
#39 CN(C)c1ccc(/C=N/NC(=O)c2ccc(Cl)cc2)cc1
#40 C=CCN1CC(c2nc3ccccc3n2Cc2ccccc2)CC1=O (configuration not stated)

entry no.	33	34	35	36	37	38	39	40
STAT1 activator	99.4	104.1	109.7	106.0	108.0	100.0	99.5	108.0
APP 5UTR inh	10.0	12.3	-51.6	-10.7	2.9	8.0	14.7	-1.2
ROMK primary	x	0.431	0.193	-0.222	-1.95	-0.979	x	x
FLuc inh counter	-4.3	45.5	-0.5	-4.2	-1.0	1.5	6.9	-2.9
APP 5'UTR act	-10.0	-12.3	51.6	10.7	x	-8.0	-14.7	1.2
NF-kB expr up	0.98	1.04	1.24	1.6	1.01	1.09	1.07	1.25
STAT3 inh	0.9	8.5	-1.2	5.7	22.4	9.4	10.9	1.0
STAT3 activator	101.2	96.8	102.2	96.4	83.6	97.8	99.4	104.7
FLuc stim CS	1	0.5	1	1	1	1	0.9	1
STAT1 blocker	0.7	-7.9	-13.3	-4.5	3.6	0.0	0.6	-7.9

#41 COCCCNc1nc2c(c(=O)[nH]c(=O)n2C)n1CC(O)COc1cccc(C)c1 (configuration not stated)
#42 C/C=C/c1ccc(OCCOc2ccc(C=O)cc2)c(OC)c1
#43 CCOC(=O)c1ccc(NS(=O)(=O)c2c(C)n(C)c(=O)n(C)c2=O)cc1
#44 COCc1c(C#N)c(NCCc2ccc(F)cc2)nc(C)c1[N+](=O)[O-]
#45 CCN(CC)S(=O)(=O)c1ccc(/C=C/C(=O)N(c2ccccn2)C2CCCCC2)cc1
#46 CCOC(=O)c1c(C)c[nH]c1C
#47 Cc1ccc2c(c1)nnn2C1CCN(S(=O)(=O)c2ccc(C(=O)N(C)C3CCCCC3)cc2)CC1
#48 Cc1ccccc1NC(=S)N1CCN(Cc2ccc3c(c2)OCO3)CC1

entry no.	41	42	43	44	45	46	47	48
STAT1 activator	94.2	100.2	102.4	93.6	103.9	102.7	99.2	99.9
APP 5UTR inh	5.9	5.9	7.3	-6.6	-4.3	-9.6	7.1	3.7
ROMK primary	x	x	x	-0.456	-0.26	-0.0316	x	x
FLuc inh counter	-3.6	-3.5	-3.5	-7.8	-4.7	-9.1	-2.7	-6.6
APP 5'UTR act	-5.9	-5.9	-7.2	6.6	4.3	9.6	-7.1	-3.7
NF-kB expr up	0.88	1.2	0.92	0.8	1.18	1.25	0.7	1.24
STAT3 inh	8.0	-1.1	7.4	1.1	0.9	7.0	-3.7	2.2
STAT3 activator	96.3	100.1	101.3	99.3	103.2	101.2	108.8	96.9
FLuc stim CS	1	1	1	1.1	1	1.1	1	1.1
STAT1 blocker	6.3	-0.2	-2.6	7.2	-7.7	-2.7	1.4	0.1

#49 Cn1c(=O)c(-c2cc(=O)[nH][nH]2)c(O)c2ccccc21
#50 CC1(C(=O)Nc2cccc(C(F)(F)F)c2)CO1 (configuration not stated)
#51 Oc1ccc(/C=N/Nc2nccnc2Cl)cc1
#52 S=C(Nc1ccc2nsnc2c1)N1CCCCCC1

entry no.	49	50	51	52
STAT1 activator	89.5	90.7	109.6	116.2
APP 5UTR inh	2.8	-4.7	-77.8	-6.6
ROMK primary	3.22	-0.273	1.44	0.0174
FLuc inh counter	-0.7	-5.3	28.4	12.6
APP 5'UTR act	-2.8	4.7	77.8	6.6
NF-kB expr up	1.19	1.1	3.15	1.93
STAT3 inh	-9.5	13.9	-7.2	-2.4
STAT3 activator	117.8	90.3	112.6	104.0
FLuc stim CS	1	1.1	0.7	0.9
STAT1 blocker	11.6	9.5	-10.4	-19.4

Exported as a markdown table: entries from further up
| # | smiles | STAT1 activator | APP 5UTR inh | ROMK primary | FLuc inh counter | APP 5'UTR act | NF-kB expr up | STAT3 inh | STAT3 activator | FLuc stim CS | STAT1 blocker |
| --- | --- | --- | --- | --- | --- | --- | --- | --- | --- | --- | --- |
| 50 | CC1(C(=O)Nc2cccc(C(F)(F)F)c2)CO1 (configuration not stated) | 90.7 | -4.7 | -0.273 | -5.3 | 4.7 | 1.1 | 13.9 | 90.3 | 1.1 | 9.5 |
| 52 | S=C(Nc1ccc2nsnc2c1)N1CCCCCC1 | 116.2 | -6.6 | 0.0174 | 12.6 | 6.6 | 1.93 | -2.4 | 104.0 | 0.9 | -19.4 |
| 49 | Cn1c(=O)c(-c2cc(=O)[nH][nH]2)c(O)c2ccccc21 | 89.5 | 2.8 | 3.22 | -0.7 | -2.8 | 1.19 | -9.5 | 117.8 | 1 | 11.6 |
| 51 | Oc1ccc(/C=N/Nc2nccnc2Cl)cc1 | 109.6 | -77.8 | 1.44 | 28.4 | 77.8 | 3.15 | -7.2 | 112.6 | 0.7 | -10.4 |

Compound activity as filed in PubChem.
